# mcGAS lum = inhibitors of mouse cGAS | hit rate 0.15% among 160,000 | inhibition, % at 12.5 µM | AID 1259399 | recombinant cGAS, Kinase-Glo ATP depletion luminescence;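 also: 0% = negative control wells and 100% = reference inhibitor with no enzyme activity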
# hcGAS inh = human cGAS inhibition | Q8N884 | recombinant h-cGAS, ATP depletion, Kinase-Glo luminescence | inhibition, % at 12.5 µM | hit rate 0.081% among 290,000;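 also: 0% = vehicle reaction and 100% = reaction without DNA for no activity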
# Target sequence (Q8N884 whole entry, looked up): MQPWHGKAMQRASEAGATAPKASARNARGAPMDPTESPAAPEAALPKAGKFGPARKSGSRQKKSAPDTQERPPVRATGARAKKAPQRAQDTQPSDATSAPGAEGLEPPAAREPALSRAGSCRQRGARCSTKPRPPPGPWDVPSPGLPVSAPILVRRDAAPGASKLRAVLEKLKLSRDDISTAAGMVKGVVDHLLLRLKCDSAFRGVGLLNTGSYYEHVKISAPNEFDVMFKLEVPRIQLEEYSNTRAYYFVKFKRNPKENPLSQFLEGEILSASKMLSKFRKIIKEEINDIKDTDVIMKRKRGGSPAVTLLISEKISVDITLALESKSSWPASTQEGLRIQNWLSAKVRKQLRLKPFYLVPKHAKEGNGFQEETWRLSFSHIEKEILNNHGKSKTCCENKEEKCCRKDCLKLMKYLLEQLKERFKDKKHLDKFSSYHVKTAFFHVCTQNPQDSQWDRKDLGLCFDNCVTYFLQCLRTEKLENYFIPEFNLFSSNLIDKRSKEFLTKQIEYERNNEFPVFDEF
# NPYLR7 ag = activates Aedes aegypti NPYLR7 receptor. HEK293T NPYLR7/Galpha15, GCaMP6s calcium fluorescence. AID 1259423. hit rate 0.15% among 270,000. activation, % at 10 µM; in the data active = activation above about 40%;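 also: 0% = vehicle and 100% = reference agonist at the receptor; some compounds past the cut are filed as inactive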
# An asterisk follows results filed as active; x = not tested or not shown; & = joins results of further samples. Rule as the data show it, unless noted: active = inhibition above about 40%; inactive = the rest. This is a random part of the collection; about 0.29% have a hit in one of these screens.
SMILES,mcGAS lum,hcGAS inh,NPYLR7 ag
N#Cc1ccsc1NC(=O)Cc1ccccc1C(F)(F)F,x,-13,-23
CC1=NC2=C(C(=O)CC(c3ccccc3)C2)C(c2ccc(O)cc2)C1C(=O)OC1CCCCC1 (configuration not stated),-5,-3,-4
Cc1nnc(SCC(=O)c2c(N)n(C3CC3)c(=O)[nH]c2=O)s1,x,3,-6
Cc1nn(-c2ccccc2)c2c1C(O)n1c(nc3ccccc31)S2 (configuration not stated),x,-7,2
Cc1cc(C)n2nc(SCc3cc4c(cc3Br)OCO4)nc2n1,-6,-9,1
O=C(Nc1c(Cl)cccc1Cl)N1CCC2(CC1)SCCN2C(=O)/C=C/c1ccccc1,-5,-3,11
CCCN(CCC)C(=O)c1cc(-c2ccc(OC)cc2)nc2cc(-c3ccccc3)nn12,-8&-7,-7&-3,3&19
COc1cccc(C(=O)CSc2nnc(C3CC3)n2-c2ccc(C)cc2)c1,-4,-4,-3
O=C(NNc1nc(-c2ccccc2)c2cc(Br)ccc2n1)C12CC3CC(CC(C3)C1)C2,-2,-3,6
Cc1nccc(C(=O)Nc2ccc3c(c2)CCCN3C)n1,x,-11,-19
O=C(NCCC1=CCCCC1)c1ccc(CSc2ncn[nH]2)o1,x,-2,-1
O=C1NCCN(C(=O)c2cc(C3CC3)[nH]n2)C1c1cccc(F)c1 (configuration not stated),-15,-5,3
CCc1ncc(CN2CCC(CNC(=O)C3CCCCC3)C2)cn1 (configuration not stated),-10,-3,12
O=C1CCC(C(=O)N(Cc2ccco2)C2(C(=O)NC3CCCC3)CCCCC2)N1 (configuration not stated),x,3,2
CN(Cc1ccccc1NC(=O)C1Cc2ccccc2S1)C1CCCCC1 (configuration not stated),x,-12,-3
CN(C(=O)c1cc2ccccc2s1)C1CCCN(C2Cc3ccccc3C2)C1 (configuration not stated),-10,-8,17
Cc1ccc(CC(=O)NC2(c3ccc(Br)cc3)CC2)cn1,x,-2,-6
Cc1cccc(NC(=O)NCCS(=O)(=O)c2c(C)n(C)c3ccccc23)c1,x,-5,3
O=C(NCCCn1cccn1)c1ccc(OC2CCN(Cc3ccccn3)CC2)cc1,-6,1,-2
Cn1c(=O)n(C)c2cc(NS(C)(=O)=O)c(NCc3ccccc3)cc21,x,-7,-11
O=C(Cc1cc(-c2ccccc2)on1)Nc1cnn(CC(F)F)c1,x,-8,-1
CCC[C@H]1CN(S(=O)(=O)c2ccnn2CCC)C[C@@H]1N,-4,-7,x
CC(C)CSc1nc2c(c(=O)[nH]c(=O)n2C)n1CCCc1ccccc1,-8,-4,2
CC(Cn1ccnc1)NC(=O)N(Cc1ccoc1)C1CCCCC1 (configuration not stated),x,-14,5
CCOC(=O)N1CCC(NC(=O)C(=O)Nc2ccc(OC)c(Cl)c2)CC1,x,-7,7
COc1ccccc1-c1cnn2c(N3CCN(c4cccc(C)n4)CC3)cc(C)nc12,-9,-8,5
CN(C(=O)CCN1Cc2ccccc2C1=O)C1CCCN(CCc2ccccc2)C1 (configuration not stated),x,-5,-1
C=CCN(CC(=O)N1CCc2sccc2C1COc1ccc(C)cc1C)C(=O)C1CCCC1 (configuration not stated),-6,-8,x
CC(C)(C)c1cc(Oc2ccccc2Cl)nc(SCc2cccc(Cl)c2)n1,-4,-2,2
Cc1c(-c2ccccc2)c(=O)oc2c3c(ccc12)OCN(C1CCS(=O)(=O)C1)C3 (configuration not stated),0,7,1
N#CCN(CC(=O)Nc1sccc1C(N)=O)C1CCCC1,x,-1,1
CC(NS(=O)(=O)N(C)C1CCCCC1)c1ccc(OCc2cccnc2)cc1 (configuration not stated),x,-9,19
CC(NCc1cn[nH]c1-c1ccc(F)cc1F)c1cnn(-c2ccccc2)c1 (configuration not stated),-6,-5,2
COc1ccc(F)c(CN2CCC(NS(C)(=O)=O)CC2)c1Cl,x,-3,24
O=C(C1CC=CCC1C(=O)N1CCc2ccccc2C1)N1CCOCC1 (configuration not stated),-3,-5,22
O=C(c1cc(-c2cccc(Br)c2)nc2ccccc12)N1CCC2(CC1)C(=O)NCN2c1ccccc1,-3,0,6
COCCCNC(=O)C(NC(=O)c1ccccc1C)C1CCN(C(=S)Nc2ccc(F)cc2)CC1 (configuration not stated),-4,-5,8
COc1ccc(-c2nnc(NC(=O)C(NC(=O)Nc3ccc(C(C)C)cc3)C(C)C)s2)cc1 (configuration not stated),-5,-11,24
Cc1nnc(SCC(=O)NC23CC4CC(CC(C4)C2)C3)s1,x,-7,4
CC(C)Cc1ncc2c(n1)CN(C(=O)c1ccccc1-n1cccn1)C2,-9,-5,-5
COc1ccc(C2c3cccn3CCCN2Cc2ccc(F)cc2)cc1 (configuration not stated),-4,-1,25
Cn1c(=O)c2c(SCC(=O)Nc3nccs3)nc(-c3ccccc3)nc2n(C)c1=O,x,-1,-1
COc1ccc2nc(-c3ccc(C)c(NS(=O)(=O)c4ccccc4F)c3)cn2n1,-6,0,-8
CC1(C(=O)NS(C)(=O)=O)CCN1C(=O)Cc1ccc(-c2ccccc2)cc1 (configuration not stated),x,-5,4
COCc1cccc(C(=O)Nc2ccc(C(C)(C)C)cc2)c1,x,-9,-8
Cc1ccccc1-c1nc(OC(C)C)nn1-c1ccc(NC(=O)C2C[C@H]2c2ccccc2)cc1 (some centres not stated),-3,-2,7
CNS(=O)(=O)c1ccc(C(=O)NC(C)C)o1,x,-4,-3
CN(C)CCCN(C(=O)CN1C(=O)CCC1=O)c1nc2c(F)cccc2s1,-7,-5,-3
CCN(CC)C(=O)CCC(=O)Nc1ccc(C(C)(C)C)nn1,x,-9,10
Cc1ccc(-c2nc(NCCNC(=O)C3CCCC3)c3ccccc3n2)cc1,-5,2,3
COCCNc1nc(SC)nc2c1cnn2CCNC(=O)c1cccs1,-5,-2,x
CCc1cc2c(=O)n(CCN3CCNCC3)cnc2s1,-12,-1,1
c1ccc(-c2nnc(Oc3ccc4ccccc4c3)c3ccccc23)cc1,-5,-11,-5
CC1(C(=O)Nc2ccc3[nH]ncc3c2)CCN1C(=O)Cc1ccc(-c2ccccc2)cc1 (configuration not stated),-4,-8,-1
COCCNC(=O)c1nn(-c2ccc(C)cc2)c(=O)n(Cc2cccc(Cl)c2)c1=O,-4,0,7
CC(C)(C)NC(=O)CN1CCC(CNCc2cccc(C#N)c2)CC1,x,-11,3
O=C(CCc1cc2ccccc2o1)NC1=NCCS1,x,-5,12
OC(CSc1nnnn1C1CCCC1)c1cccc(Br)c1 (configuration not stated),-10,-6,-17
COC(=O)c1[nH]ncc1CN(C)C1CCCc2ccccc21 (configuration not stated),-15,-2,-2
CCc1cc(CN2CCN(C)CC2)c(NC(=O)c2ccccc2)s1,x,-2,-4
# Other records:
SMILES,mcGAS lum,hcGAS inh,NPYLR7 ag
COC(=O)c1cccc(Oc2ccccc2C(C)=O)c1,x,-10,4
O=C1C(Cc2ccccc2)N=C2c3ccccc3N=C(SCc3cc(=O)n4ccccc4n3)N12 (configuration not stated),x,-7,10
CCCCN(CC(=O)Nc1c(-c2ccccc2)c(C)nn1-c1ccc(C)cc1)C(=O)c1cccs1,-4,-12,-4
Cc1sc2nc(CCc3ccccc3)nc(N3CCN(S(=O)(=O)c4ccc(F)cc4)CC3)c2c1C,-4,-11,-2
COc1cccc(C=C2SC(=S)NC2=O)c1O,x,16,8
Cc1ccc(CN(Cc2ccc3c(c2)OCO3)C(=O)CNCCCN2CCOCC2)o1,x,-1,-7
Cn1c(CCC(=O)N2CC(C(=O)N3CCCCC3)Oc3ccccc32)nc2ccccc2c1=O (configuration not stated),-2,-6,2
Cc1nc2n(n1)C(=O)C(C(c1cccc(Cl)c1)N1CC(C)CC(C)C1)S2 (configuration not stated),x,-12,-5
CCCCCCCCN=C(NC(=O)c1ccc(OC)cc1)OCCOC,-5,-2,18
COc1ccccc1C(=O)N1CCC2(CC1)C(=O)N(CC(=O)Nc1cccc(Cl)c1)CN2c1ccccc1,-5,-7,19
CNC(=O)CN(C)C(=O)c1cc(C)n(-c2ccc(Br)cc2)c1C,x,8,2
COc1ccc(OC)c(S(=O)(=O)NC(=O)C2(C)CCN2C(=O)Cc2ccc(Cl)cc2Cl)c1 (configuration not stated),x,-5,3

# Sorted by molar mass (high to low): part of the list above.
SMILES,mcGAS lum,hcGAS inh,NPYLR7 ag
CCCCN(CC(=O)Nc1c(-c2ccccc2)c(C)nn1-c1ccc(C)cc1)C(=O)c1cccs1,-4,-12,-4
Cn1c(CCC(=O)N2CC(C(=O)N3CCCCC3)Oc3ccccc32)nc2ccccc2c1=O (configuration not stated),-2,-6,2
Cc1ccc(CN(Cc2ccc3c(c2)OCO3)C(=O)CNCCCN2CCOCC2)o1,x,-1,-7
CCCCCCCCN=C(NC(=O)c1ccc(OC)cc1)OCCOC,-5,-2,18
COC(=O)c1cccc(Oc2ccccc2C(C)=O)c1,x,-10,4
COc1cccc(C=C2SC(=S)NC2=O)c1O,x,16,8

# One compound at a time, from the list above. Order of screens: mcGAS lum | hcGAS inh | NPYLR7 ag
# `COC(=O)c1cccc(Oc2ccccc2C(C)=O)c1` is listed with x | -10 | 4
# `COc1ccc(OC)c(S(=O)(=O)NC(=O)C2(C)CCN2C(=O)Cc2ccc(Cl)cc2Cl)c1` (configuration not stated) is listed with x | -5 | 3

# (listing goes on)
SMILES,mcGAS lum,hcGAS inh,NPYLR7 ag
CCN(CC)C1=C(c2c(C(F)(F)F)[nH]n(-c3ccccc3)c2=O)C(=O)N(c2cc(C)ccc2OC)C1=O,-3,-6,5
Cc1c(C(=O)NCC(C)C)sc(=O)n1Cc1ccc(S(C)(=O)=O)cc1,x,-5,10
CNC(=O)N1CCCN(C(=O)CCc2ccccc2)CC1,-5,-8,-3
O=S(=O)(c1ccc(N2CCCC2c2ccc3c(c2)OCCCO3)nc1)N1CCOCC1 (configuration not stated),x,-7,2
COc1ccc(-c2nnc3ccc(OCCNC(=O)Nc4cccc(C)c4)nn23)cc1OC,-6,-3,7
CCOC(=O)c1c(NC(=O)c2ccc(F)cc2)sc(C(=O)Nc2ccccc2C)c1C,-3,-3,-2
Cc1cc(C)c(-c2ccc(C(O)CN3CCOCC3)cc2)c(C)c1 (configuration not stated),-11,-6,3
Cc1ccc(C)c(NC(=O)Nc2c[nH]c3ccccc23)c1,-8,-7,2
COCC(=O)N1CCN(C(=O)c2cn(CC3CCCO3)cc3c(=O)n(-c4ccccc4)nc2-3)CC1 (configuration not stated),-9,-7,8
Cc1ccc(-c2csc(-n3[nH]c(C)c(N=Nc4ccc(C(=O)O)cc4)c3=O)n2)cc1,0,5,1
Cc1nc(CNc2nc(-c3ccc(Cl)cc3)nc3c2CNC3)cs1,x,-2,3
COc1cccc(F)c1-c1c(-c2ccccc2)ncn1CCc1cn[nH]c1,x,-3,1

# Compounds above with a cyano group (3):
SMILES,mcGAS lum,hcGAS inh,NPYLR7 ag
N#Cc1ccsc1NC(=O)Cc1ccccc1C(F)(F)F,x,-13,-23
N#CCN(CC(=O)Nc1sccc1C(N)=O)C1CCCC1,x,-1,1
CC(C)(C)NC(=O)CN1CCC(CNCc2cccc(C#N)c2)CC1,x,-11,3

# Next section:
SMILES,mcGAS lum,hcGAS inh,NPYLR7 ag
Cc1ccc(N2CC(C(=O)N(C)Cc3cnn(C)c3)CC2=O)c(F)c1 (configuration not stated),x,-6,-3
O=C(Nc1ccccc1N1CCOCC1)c1ccc(Br)cc1F,x,-12,14
COc1cc(CSc2nc(=O)n3ccc(C)cc3n2)cc(OC)c1,-8,-11,10
CC(C)c1ccccc1OCc1nc(CN(CCN2CCCCC2)C(=O)c2cccs2)cs1,-6,-4,x
O=P1(NCC2CCCO2)C=C(c2ccccc2)SC(c2ccccc2)=C1 (configuration not stated),-4,-3,0
O=c1c2ccsc2ncn1Cc1cc2c(cc1Br)OCCO2,x,5,0
O=C(CSc1nccc(=O)[nH]1)CSc1nccc(=O)[nH]1,x,3,-5
CCN1CCN(c2nc(C)c3cc4c(cc3n2)CCC4)CC1,x,-5,16
CCCc1ccc(-c2nc(NC(=O)Cn3cnc4sccc4c3=O)sc2C)cc1,-3,2,4
COc1ccc(N(C)C(=O)c2sc(Cl)nc2C)cc1,x,-1,1
COCC1(C(=O)N2CCc3c(nc(-c4ccccc4)[nH]c3=O)C2)CCC1,-12,-5,x
COc1cc(Cl)c(C)cc1NC(=O)C(C)OC(=O)c1ccc2c(c1)CCC(=O)N2 (configuration not stated),x,0,9
O=C(NC1CCCN(c2ccccc2)C1=O)c1ccc2nccn2c1 (configuration not stated),x,1,1
COc1cccc(C2Nc3ccccc3-c3nc4ccccc4n32)c1 (configuration not stated),x,-5,8
O=C(NCCCN1CCCC1=O)c1cc2n(n1)CCN(Cc1c(F)cccc1Cl)C2=O,-6,-2,26
Clc1cnc(N2CCN(Cc3ccccc3Cn3cccn3)CC2)nc1,x,-2,22
Cn1nc(C(=O)Nc2ccc(-n3cccn3)cc2C(F)(F)F)ccc1=O,x,0,2
CCCCN(Cc1cccn1Cc1ccc(Br)cc1)C(=O)CN(CCOC)C(=O)NC1CCCCC1,-4,-2,6
Cc1cc(C)n(-c2ccc3cccc(Nc4cc(C#N)c(C#N)cc4[N+](=O)[O-])c3n2)n1,-2,-1,5
CS(=O)(=O)N1CCC(c2nn(CC(=O)OCc3ccccc3)c(=O)n2-c2cccs2)CC1,-2,-1,1
COc1ccc(CNC(=O)C(c2cccc(C)c2)N(C)C)c(F)c1F (configuration not stated),-9,-2,0
CCOC(=O)c1cccc(OS(=O)(=O)Cc2ccccc2)c1,x,-4,13
Cc1ccccc1CO[C@]1(C(=O)NC2CC2)CC(OCc2cccc(Cl)c2)[C@H](O)[C@H](O)C1 (some centres not stated),-3,-5,31
O=C1NC2(CCN(C(=O)Nc3cccc(F)c3)CC2)Nc2cccc(Cl)c21,-1,0,3
O=C(NCC1CCN(C(=O)C(Cl)(Cl)Cl)CC1)C(Cl)(Cl)Cl,x,-2,-6

# Bioassay records: PubChem, Fisher Drug Discovery Resource Center
